LAP4 TOR yeast: alters LAP4-GFP fluorescence in TOR pathway yeast screen; S. cerevisiae LAP4-GFP multiplex, flow cytometry GFP, 3 h; median GFP as percent of DMSO wells; GFP response vs DMSO, % at 10 µM; hit rate 0.34% among 320,000;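 active = GFP response vs DMSO above a set limit, about the screen mean plus 3 SD, cut at about 150% in these data; inconclusive = under 70 cell events counted for the yeast strain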
CIT2-GFP yeast: modulators of TOR pathway CIT2-GFP in S. cerevisiae; S. cerevisiae CIT2-GFP strain, flow cytometry, 3 h; 100 means same as DMSO wells; GFP response vs DMSO, % at 10 µM; hit rate 0.065% among 320,000;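 active = GFP response relative to DMSO above a set limit, near the screen mean plus 3 SD, cut at about 150% in these data; inconclusive = Fewer than 70 cells measured for a yeast strain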;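 note: ratio of well median GFP fluorescence to mean of DMSO wells on the plate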
AHR activator: activates the human aryl hydrocarbon receptor. AHR-responsive luciferase reporter cells, luminescence. hit rate 2.5% among 320,000. AID 2796. activation, % at 5 µM; in the data active = activation above about 47%;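 note: 0% = vehicle wells and 100% = reference agonist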
Target sequence (P35869 whole entry, looked up): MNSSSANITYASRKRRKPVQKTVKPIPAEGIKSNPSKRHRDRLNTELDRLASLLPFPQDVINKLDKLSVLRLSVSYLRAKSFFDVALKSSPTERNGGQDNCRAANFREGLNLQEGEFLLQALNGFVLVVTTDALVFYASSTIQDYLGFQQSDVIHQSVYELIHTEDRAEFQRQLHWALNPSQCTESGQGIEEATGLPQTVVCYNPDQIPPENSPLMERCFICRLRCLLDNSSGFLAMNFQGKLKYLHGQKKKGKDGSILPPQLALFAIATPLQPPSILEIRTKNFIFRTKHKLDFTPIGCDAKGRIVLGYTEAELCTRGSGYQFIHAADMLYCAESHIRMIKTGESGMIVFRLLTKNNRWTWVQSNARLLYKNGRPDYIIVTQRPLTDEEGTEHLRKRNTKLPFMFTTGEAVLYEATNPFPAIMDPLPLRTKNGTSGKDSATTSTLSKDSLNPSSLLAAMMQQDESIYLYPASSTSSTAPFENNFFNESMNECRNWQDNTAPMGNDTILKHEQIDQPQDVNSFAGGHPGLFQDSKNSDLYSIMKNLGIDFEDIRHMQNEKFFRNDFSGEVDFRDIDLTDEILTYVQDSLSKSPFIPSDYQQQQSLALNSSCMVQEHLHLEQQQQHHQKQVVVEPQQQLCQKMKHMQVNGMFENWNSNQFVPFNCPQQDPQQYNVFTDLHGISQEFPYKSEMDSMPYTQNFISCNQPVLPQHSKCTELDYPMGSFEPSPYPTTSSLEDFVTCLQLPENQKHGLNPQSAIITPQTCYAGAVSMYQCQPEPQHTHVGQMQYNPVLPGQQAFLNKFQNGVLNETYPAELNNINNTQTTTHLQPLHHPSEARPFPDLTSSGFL
CR mimetic SO: caloric restriction mimetics inhibiting age-related superoxide in yeast. AID 2690. S. cerevisiae aged cells, superoxide DHE fluorescence; hits give low values. superoxide response (% of plate mean), % at 10 µM. hit rate 0.18% among 330,000;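 active = superoxide response under a set limit, about three screen SD below normal, cut at about 65% in these data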;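 note: yeast aged for seven days with compound at 30 °C before DHE staining; 100% = average MFI of all compound-treated wells on the plate with controls excluded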
RPL19A TOR yeast: modulators of TOR pathway RPL19A-GFP in S. cerevisiae; S. cerevisiae RPL19A-GFP strain, flow cytometry, 3 h; hits give low values; percent response vs DMSO, % at 10 µM; hit rate 0.3% among 330,000;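 active = percent response vs DMSO below 50%; inconclusive = fewer than 70 events counted for the yeast strain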;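 note: median channel GFP fluorescence of the barcoded RPL19A-GFP strain; ratio of sample median GFP to plate DMSO average so 100% = DMSO; lower means less RPL19A-GFP as with rapamycin TOR inhibition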
MEP2-GFP yeast: yeast TOR pathway MEP2-GFP modulation; S. cerevisiae MEP2-GFP strain, flow cytometry GFP, 3 h; 100% = DMSO control level; AID 2016; hit rate 0.51% among 330,000; GFP response vs DMSO, % at 10 µM;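 active = GFP response versus DMSO above a set limit, roughly screen mean plus 3 SD, cut at about 180% in these data; inconclusive = fewer than 70 cells counted for a yeast strain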;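 note: median GFP fluorescence of the barcode-gated MEP2-GFP cells per well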
AGP1-GFP MLPCN: yeast TOR pathway AGP1-GFP modulation | GFP response vs DMSO, % at 10 µM | hit rate 0.02% among 320,000 | S. cerevisiae AGP1-GFP multiplex flow cytometry, 3 h; GFP as percent of DMSO wells;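 active = GFP response relative to DMSO above a set limit, near screen average plus 3 SD, cut at about 150% in these data; inconclusive = fewer than 70 cells counted for the yeast strain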;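 note: median GFP channel fluorescence of the gated AGP1 strain per well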
Efflux pump mplx: blocks antifungal efflux pumps in multiplex yeast assay | S. cerevisiae Candida pump triplex, Nile Red efflux | inhibition, % at 10 µM | hit rate 0.44% among 330,000;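 active = plate passing quality check with inhibition over a set limit, or well fluorescence over plate mean plus 4 SD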;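 note: Nile Red retained in pooled yeast measured as flow cytometry median fluorescence; 0% = buffer negative control and 100% = Enniatin B positive control; higher means more Nile Red kept so more efflux inhibition; some compounds called inactive have numbers as strong as hits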
An asterisk follows results filed as active; ? = inconclusive; . = no result given; & = joins results of further samples; [ ] = another dose, or the depositor's remark.

molecule	LAP4 TOR yeast	CIT2-GFP yeast	AHR activator	CR mimetic SO	RPL19A TOR yeast	MEP2-GFP yeast	AGP1-GFP MLPCN	Efflux pump mplx
CCCn1c(C)cc(C(=O)CN2C(=O)c3cccc(N)c3C2=O)c1C	100.2	94.9	1.6	128.1	97.0	106.8	101.1	0.1
COc1ccc(Nc2nnc(Cc3ccc(Cl)cc3)c(=O)[nH]2)c(OC)c1	101.0	101.5	4.4	106.2	100.1	98.8	102.4	-0.1
CCN(CC)CC(=O)Nc1sc2c(c1C(=O)c1ccccc1OC)CCC2	105.8	105.5	3.9	108.9	95.8	99.0	118.1	0.1
O=C(COC(=O)C1=COCCO1)NC1CCCCC1	91.5	84.3	2.0	100.8	89.2	96.5	90.1	0.1
O=C(CNC1CCCCC1)N1CCc2ccccc2C1	105.2	99.9	-3.1	108.1	96.4	104.7	97.8	-0.1
Cc1cc(C)n(CC(C)Nc2nc3nonc3nc2N2CCCCC2)n1 (configuration not stated)	105.6	106.9	-0.6	98.0	99.5	99.5	110.0	0.3
CCOC(=O)C1(Cc2cccc(OC)c2)CCN(Cc2ccc3c(c2)OCCO3)CC1	92.0	89.6	3.1	95.3	94.1	95.1	92.2	0.4
CN(c1ccccc1)S(=O)(=O)c1cccc(NC(=O)Nc2ccc(Cl)cc2C#N)c1	97.4	108.5	8.3	101.4	100.0	102.9	100.4	-0.2
COc1cccc(OC)c1OCCOc1ccccc1OC(C)C	104.8	94.0	9.5	94.8	105.3	100.7	99.3	0.1
O=C(c1ccc2c(=O)n(C3CCCC3)c(=S)[nH]c2c1)N1CCN(C2CCCCC2)CC1	99.4	99.8	1.0	96.5	100.1	106.2	102.1	0.0
CCOC(=O)CC(=O)Nc1ccsc1C(N)=O	94.6	99.9	2.6	90.9	95.2	95.0	96.8	-0.1
COc1ccc(-c2c[n+]3c(n2-c2ccccc2)CCCCC3)cc1	100.5	98.1	2.2	162.1	95.5	96.4	97.9	0.0
O=C(c1ccc2c(=O)n(CC3CCCO3)c(=S)[nH]c2c1)N1CCN(c2ccccc2)CC1 (configuration not stated)	96.1	102.0	3.6	97.8	103.3	93.0	97.8	0.0
O=C(O)/C=C\C(=O)NNC(=O)c1cc(-c2ccccc2)n[nH]1	99.9	108.6	10.4	99.6	96.2	96.2	98.1	-0.2
CN1C(=O)[C@H]2[C@@H](/C=C/c3ccccc3)N3C(=O)CN(CC4CC4)C(=O)[C@@]3(C)[C@H]2C1=O	109.3	65.6	0.2	98.9	92.6	90.0	74.1	0.4
CCOCc1nnc(NC(=O)c2c(OC)cccc2OC)s1	101.7	102.1	1.4	107.8	103.8	107.9	104.1	0.0
O=c1c(Cl)c(N2CCNCC2)cnn1C12CC3CC(CC(C3)C1)C2	96.1	103.1	-1.4	93.1	109.2	101.6	94.4	0.0
COC(=O)C1=C(C)N(CCCC(=O)O)C(=O)NC1c1cccc(Cl)c1Cl (configuration not stated)	82.1[may fluoresce red]	96.0[may fluoresce red]	0.4	93.6	?	89.8[may fluoresce red]	86.3[may fluoresce red]	0.0
Cc1cc(C)n2nc(CCc3ccccc3)nc2n1	88.8	99.7	0.5	94.2	98.1	95.1	98.4	-0.1
CCCCS(=O)CC(O)COCC (configuration not stated)	101.7	94.0	-0.3	103.4	99.4	100.4	96.5	0.0
CC(C)Cn1c(=S)[nH]c2ccccc2c1=O	114.7	94.9	7.7	92.6	97.0	105.3	99.7	0.1
Cc1nc(SCC(=O)NCC(F)(F)F)c2c(-c3cccs3)csc2n1	106.4	97.5	5.6	109.0	102.4	101.5	105.4	-0.1
O=C(Nc1cccc(Cl)c1)OCc1ccccn1	94.3	.	9.4	100.6	100.2	96.5	97.6	-0.1
Cc1cnc(CN(C)C(=O)CC2C(=O)NCCN2CCCc2ccccc2)[nH]1 (configuration not stated)	90.5	93.1	-0.8	96.5	96.5	92.5	97.6	0.1
COc1ccc(CNC(=O)CCCN2C(=O)NC3(CCCC3)C2=O)cc1	110.8	101.1	-0.3	107.6	105.6	104.9	106.0	-0.1
O=C(CN1CCN(c2ccc(F)cc2)CC1)c1ccc(O)cc1O	112.0	108.5	0.6	107.6	101.6	106.8	108.8	0.2
CCn1cc(C(=O)O)c(=O)c2cnc(N3CCN(C(=S)NC(=O)c4ccc(Cl)cc4)CC3)nc21	87.8	87.8	-1.1	94.9	93.0	91.1	97.4	0.0
Oc1ccccc1C1=Nc2ncnn2C(c2ccc(F)cc2)C1 (configuration not stated)	123.1	102.9	24.8	90.4	101.7	103.2	87.5	0.0
O=C(Nc1ccc2c(c1)OCO2)c1sc2cc(Cl)ccc2c1Cl	97.8	99.0	33.1	99.2	101.1	94.4	98.3	0.0
Cn1cnnc1SCC(=O)NCCc1ccc(Cl)cc1Cl	100.1	95.8	5.1	94.5	99.1	101.5	99.0	0.1
Cc1cc(C)cc(OCC(=O)OCC(=O)NC2CCCC2)c1	85.9	85.9	0.0	112.0	87.5	91.8	87.5	-0.1
O=C(CSc1nnc(COc2ccccc2)n1-c1ccccc1)c1ccccc1	106.3	90.7	0.4	94.7	96.4	101.8	96.4	-0.1
O=C(COC(=O)c1ccccc1[N+](=O)[O-])NNC(=O)c1cccs1	82.7	93.1	-0.7	126.1	98.7	95.9	91.1	0.1
O=C(O)CC(=O)NC12CC3CC(CC(C3)C1)C2	98.9&101.0	102.1&107.6	0.6&-0.6	94.6&98.4	97.2&102.8	102.6&106.6	107.8&107.9	-0.1&0.3
O=C(O)/C=C\c1cccc(-n2cnnn2)c1	101.7	107.5	-0.2	107.7	107.3	106.9	102.8	0.0
CSc1nnc(Cc2cc(=O)[nH]c(=O)[nH]2)n1-c1cc(C)ccc1C	95.8[may fluoresce violet]	?	7.6	103.5	87.7[may fluoresce violet]	104.2[may fluoresce violet]	21.1[may fluoresce violet]	0.1
COc1ccc2nc3ccccc3nc2c1	107.0	107.5	10.3	70.3	97.3	111.3	95.1	-0.1
Cc1cc(NC(=O)CSc2nnc(-c3ccncc3)n2-c2ccccc2)no1	94.4	93.8	2.0	109.7	93.2	86.7	87.6	-0.2
CC(NCCC(c1ccccc1)c1ccccc1)c1ccccc1 (configuration not stated)	129.2	83.9	0.8	96.9	97.7	96.7	86.6	-0.1
COC(=O)COc1ccccc1C(=O)Nc1ccc(OC)cc1	94.0	95.7	3.5	95.0	103.4	99.1	91.6	-0.1
CCCCC(=O)Nc1ccc(NC(=O)c2cnccn2)cn1	99.5	102.3	2.9	89.5	104.9	99.5	97.9	-0.1
O=C1C=C(c2cc3ccccc3s2)CCC1	102.3	93.9	-4.1	95.1	95.0	93.9	87.9	0.0
COc1ccc(OC)c(/C=N/NC(=O)CC(=O)NCc2ccccc2)c1	97.7	94.6	17.3	106.7	97.6	101.6	98.1	-0.1
Cc1cc2ccccc2nc1SCC(=O)NC1CCCC1	96.5	100.1	3.4	98.7	102.0	104.2	100.9	0.8
O=C(NCc1ccccc1)c1ccc(NC(=O)c2ccco2)cc1	89.4	102.2	-13.8	116.0	98.1	96.6	90.1	-1.9
CCOc1ccc(S(=O)(=O)N2CCN(c3ccc(C)cc3C)CC2)cc1	94.2	101.0	-1.3	88.8	95.3	98.1	93.9	-0.1
O=C(O)C1OC(Oc2c(-c3ccc(O)c(O)c3)oc3cc(O)cc(O)c3c2=O)C(O)C(O)C1O (configuration not stated)	101.5	93.2	-1.3	101.3	99.5	103.5	98.8	0.1
CCOc1ccc(S(=O)(=O)NCCC(=O)N(C)Cc2cccs2)cc1	101.0	91.7	1.3	104.8	98.8	94.3	98.9	0.0
O=C(Nc1ccc(N2CCCCC2)cc1)c1cncc(Br)c1	100.1	94.4	3.6	96.4	101.4	98.8	98.2	0.1
CN(CCc1ccccn1)C(=S)Nc1ccc(Cl)cc1Cl	102.2	109.4	5.8	88.2	100.5	104.3	101.6	0.1
O=C(O)CSCC(=O)Nc1ccc(Cl)cc1C(F)(F)F	102.9	104.2	-2.1	116.5	102.9	108.4	102.2	-0.1
CCOC(=O)C1=C(CC)OC(N)=C(C#N)C1c1ccc(OC)cc1OC (configuration not stated)	93.0	95.4	2.7	95.7	98.4	98.2	98.3	0.2
COc1ccc(/C=C(/NC(=O)c2ccco2)C(=O)N2CCCCCC2)cc1OC	85.7	.	-0.7	102.8	106.1	114.5	100.5	0.0
Cn1ncc(Cl)c1C(=O)NC1C2CC3CC(C2)CC1C3 (configuration not stated)	127.3	111.3	-1.1	85.5	106.4	141.9	105.7	-0.1
COc1ccc(NC(=O)Nc2ccc3c(c2)CCC3)c(OC)c1	116.8	94.0	7.3	94.6	98.2	98.7	99.6	0.0
CCCc1nnc(NC(=O)c2nc(S(=O)(=O)Cc3ccc(C)cc3)ncc2Cl)s1	108.5	95.0	5.6	78.3	99.9	100.0	97.8	0.0
Cn1nnnc1SCC(=O)NC1CCCc2ccccc21 (configuration not stated)	95.8	98.5	-0.3	135.6	99.3	99.8	103.6	0.0
CCN(CC)C(=O)/C(=C\c1ccc(Br)cc1)NC(=O)c1ccccc1OC	98.7	91.7	8.5	122.7	94.0	95.0	103.0	0.1
Cn1c(=O)c2c(nc(NC3CCCCC3)n2CC(=O)C23CC4CC(CC(C4)C2)C3)n(C)c1=O	97.9	90.5	-0.7	106.2	96.3	102.5	99.0	0.6
O=C1c2ccccc2C(=O)N1Cc1nc2ccccc2c(=O)n1CCN1CCOCC1	99.3	113.3	4.2	94.3	101.1	98.8	102.4	-0.1

(continued)
molecule	LAP4 TOR yeast	CIT2-GFP yeast	AHR activator	CR mimetic SO	RPL19A TOR yeast	MEP2-GFP yeast	AGP1-GFP MLPCN	Efflux pump mplx
CN1C(=S)SC(N2OC3C(=O)N(c4ccccc4)C(=O)C3C2c2ccc(Cl)cc2)C1(C)C (configuration not stated)	93.7	100.9	3.5	98.5	102.3	99.7	100.0	0.2
Cc1nc2cc(C(=O)NCc3cccnc3)ccc2n1-c1ccc(F)cc1F	93.1	108.4	8.9	69.3	108.2	109.0	102.1	-0.1
N#Cc1c(C(F)(F)F)cc(-c2ccc(Cl)c(Cl)c2)nc1SCCN1CCOCC1	109.0	93.6	64.9*	110.8	96.4	103.5	97.3	0.1
COc1ccc(Cl)cc1/C=C/c1ccc2cccc(O)c2n1	108.4	89.5	66.1*	83.7	96.8	98.9	97.0	-0.1
C/C(CC(=O)Nc1cccnc1)=N\NC(=O)C(C)Oc1ccc(Cl)cc1Cl (configuration not stated)	101.6	91.4	0.7	93.4	97.4	97.6	98.0	0.1
COC(=O)[C@@]1(Cc2ccccc2)[C@H]2c3cc(C(=O)N4CCCC4)n(CCSCCO)c3C[C@H]2CN1C(=O)c1ccccc1	93.9	98.2	-1.4	99.0	97.6	102.0	100.9	0.2
CCOC(=O)C1CCN(C(=O)CN2C(=O)c3ccccc3Sc3ncccc32)CC1	99.7	104.0	1.0	106.7	106.0	95.5	108.3	-0.1
CCOC(=O)C[C@H]1c2cc(F)ccc2S(=O)(=O)N1C1CCCC1	111.2	95.5	0.2	87.8	102.2	96.1	90.9	0.0
